Screening data from PubChem.
HEK cytotox: kills HEK 293 cells. actives 6.6% (n = 94,000). Potency, µM (titrated, usually from 115 µM), without a hit: top-dose activity change, negative = cytotoxicity, usual class: inhibitors. HEK 293 viability, ATP luminescence (CellTiter-Glo), 48-72 h; also: potency is read from the fitted curve at half-maximal effect; nearly all actives have a fitted effect of over 60% in size
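HEK 293 seeded at 250 cells/well receive compound via pintool. After 48 or 72 hr at 37 degree Celsius, 5% CO2 and 95% humidity, CellTiter-Glo is dispensed and luminescence read following 10 min at room temperature.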
GPT2 inhibitor: blocks human glutamate pyruvate transaminase 2; Recombinant GPT2, coupled pyruvate oxidase/HRP Amplex Red fluorescence; Potency, µM (doses to about 57.7 µM), inactives show at the highest dose activity change, negative = inhibition, usual class: inhibitors; Q8TD30; AID 1671188; actives 0.25% (n = 100,000); also: potency is read from the fitted curve at half-maximal effect; nearly all actives have a fitted effect of over 60% in size; many of its hits are not listed in these tables
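Fluorescence of coupled pyruvate oxidase/HRP/Amplex Red system (50uM Amplex, 30 min, dark) reports pyruvate formed by GPT2. Enzyme reaction: 10ng/uL GPT2, 2mM L-alanine, 250uM a-KG, 30 min room temperature, pH 7.5; 50uM AOA control.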
Luciferase inh: Photinus pyralis luciferase inhibition. P08659. purified P. pyralis luciferase, luminescence, biochemical. Potency, µM (top dose mostly 115 µM), for the others: top-dose activity change, negative = inhibition, actives largely listed as inhibitors. actives 2.5% (n = 76,000); also: potency is read from the fitted curve at half-maximal effect; nearly all actives have a fitted effect of over 65% in size
Target sequence (P08659 whole entry, looked up): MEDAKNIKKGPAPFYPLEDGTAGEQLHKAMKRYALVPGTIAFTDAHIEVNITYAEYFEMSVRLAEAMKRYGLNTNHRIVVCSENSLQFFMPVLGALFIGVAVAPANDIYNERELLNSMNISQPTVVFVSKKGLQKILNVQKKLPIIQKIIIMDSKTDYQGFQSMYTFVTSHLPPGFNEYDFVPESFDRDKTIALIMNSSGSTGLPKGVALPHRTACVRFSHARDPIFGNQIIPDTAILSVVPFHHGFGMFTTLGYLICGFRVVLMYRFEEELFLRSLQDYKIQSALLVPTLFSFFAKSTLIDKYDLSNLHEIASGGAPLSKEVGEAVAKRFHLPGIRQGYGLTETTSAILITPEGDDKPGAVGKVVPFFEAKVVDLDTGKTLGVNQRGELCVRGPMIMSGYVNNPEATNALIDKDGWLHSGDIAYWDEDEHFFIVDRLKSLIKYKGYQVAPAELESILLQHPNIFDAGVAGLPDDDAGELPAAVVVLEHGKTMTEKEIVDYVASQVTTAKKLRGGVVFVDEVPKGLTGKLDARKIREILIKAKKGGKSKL
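Purified P. pyralis luciferase (10nM final) in 50mM Tris acetate pH 7.5, 10mM Mg acetate, 0.01% Tween-20, 0.05% BSA with 10uM D-luciferin and 10uM ATP. Compounds titrated qHTS. Luminescence imaged on CCD.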
3T3 cytotox: kills NIH 3T3 cells; Potency, µM (doses to about 96.7 µM), for the others: at the top dose activity change, negative = cytotoxicity, usual class: inhibitors; actives 4.3% (n = 94,000); NIH 3T3 viability, CellTiter-Glo ATP luminescence, 48-72 h; AID 1345082; also: potency is read from the fitted curve at half-maximal effect; nearly all actives have a fitted effect of over 55% in size
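Cells were seeded at 400 per well, treated with pin-transferred compound, and kept 48 or 72 hr at 37 °C before CellTiter-Glo addition and luminescence imaging of cellular ATP.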
SNCA viab count: cell viability loss counter-screen; HEK-293-SNCA-luc viability, GF-AFC fluorescence, 24 h; Potency, µM (doses to about 57.1 µM), for inactives: at the top dose activity change, negative = cytotoxicity, actives largely listed as cytotoxic; AID 1671193; actives 0.12% (n = 150,000);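 also: potency is read from the fitted curve at half-maximal effect; 0% = DMSO-treated cells and -100% = medium-only wells without cells; nearly all actives have a fitted effect of over 30% in size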
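HEK-293-SNCA-luc cells (1500/well) plated 24 h, then exposed 24 h to a dilution series; GF-AFC added 30 min at 37C, fluorescence 405/540 nm; normalised to medium-only and DMSO wells, Hill fit.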
IP6K1 inhibitor: inhibitors of human IP6K1. Q92551. IP6K1 kinase, ADP-Glo luminescence, 2 h; active compounds read low. activity change, % (series mostly up to about 58 µM). actives 0.81% (n = 140,000). AID 1645851; in the data active = activity change below about -25%
Target sequence (Q92551 whole entry, looked up): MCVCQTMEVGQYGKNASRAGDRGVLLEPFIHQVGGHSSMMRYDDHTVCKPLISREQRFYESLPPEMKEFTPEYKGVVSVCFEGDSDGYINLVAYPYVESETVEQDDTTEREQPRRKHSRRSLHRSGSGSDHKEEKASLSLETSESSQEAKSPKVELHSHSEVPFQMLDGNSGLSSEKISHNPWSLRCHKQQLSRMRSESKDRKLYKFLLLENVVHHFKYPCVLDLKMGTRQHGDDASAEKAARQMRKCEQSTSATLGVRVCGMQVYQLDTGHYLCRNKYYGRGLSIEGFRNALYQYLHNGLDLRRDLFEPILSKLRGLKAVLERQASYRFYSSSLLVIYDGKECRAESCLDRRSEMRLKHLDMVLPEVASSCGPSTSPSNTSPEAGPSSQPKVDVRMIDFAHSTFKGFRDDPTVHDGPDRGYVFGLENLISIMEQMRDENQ
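ADP-Glo luminescence measures ADP made by human IP6K1 during a 2 h RT reaction with ATP/IP6 (mix at 1.3 mM/130 uM); top library doses 57.5 and 19.1 uM final.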
SNCA expr inhib: SNCA gene expression inhibition | HEK-293 SNCA-luciferase knock-in, luminescence, 24 h | Potency, µM (top dose mostly 57.2 µM), for inactives: at the highest dose activity change, negative = inhibition, hits mostly inhibitors | actives 0.17% (n = 140,000) | AID 1671194;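 also: potency is read from the fitted curve at half-maximal effect; plate controls were DMSO cells for no effect and cell-free wells for full effect; nearly all actives have a fitted effect of over 45% in size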
Numbers without * were called inactive; i = inactive; ? = inconclusive; . = not tested or not shown; [ ] = another dose, or the depositor's remark. Unless noted, calls follow the shape of the dose curve; as a rule, active = well fitted curve in the direction sought with a large enough effect; inconclusive = small, poorly fitted or top-dose-only effect, or another doubt; inactive = no such curve, though single readings can be large; an effect the other way counts as inactive or inconclusive. Unless noted, % is scaled to controls: 0 for no effect and ±100 for the full control effect. Only part of the results is shown; count on the stated rates, not on these rows.

item	mol	HEK cytotox	GPT2 inhibitor	Luciferase inh	3T3 cytotox
1	CCOc1cc(=O)n2c(c1C(=O)NC1CCN(Cc3ccccc3)CC1)CCCCC2	3%	i	7%	i
2	COc1ccc(Cl)cc1NC(=O)Cn1c(N2CCOCC2)nc(C)cc1=O	?	i	9%	?
3	COCC(C)NC(=O)c1cc2c(=O)n3cccc(C)c3nc2s1 (stereo not given)	.	.	.	.
4	CC(=O)Nc1ccc(CN2CCC3(CC2)NC(=O)c2ccccc2O3)cc1	-18%	i	1%	?
5	COCCC(=O)N[C@H]1CC[C@]2(C)CC[C@@H](C(C)C(=O)NC3CC3)[C@H](O)[C@H]2[C@@H]1C (stereo not given in full)	i	-7%[88.5 µM]	3%[172 µM]	i
6	O=C(NCCC1=CCCCC1)c1ccc2c(c1)N(Cc1ccc(Cl)cc1)C(=O)c1ccccc1S2(=O)=O	.	.	.	.
7	COc1cccc(-c2ccc(C(=O)NCCNC(=O)NC(C)C)cc2)c1	i	.	.	-10%
8	Cc1ccc(NC(=O)c2ccc3c(c2)C(O)CCCCCN3C)cc1 (stereo not given)	-16%	-3%	?	-20%
9	COc1cc(OC)cc(C(=O)N2CCCC3(C2)Nc2cccnc2NC3=NC2CCCC2)c1 (stereo not given)	?	i	16%	-10%
10	CCc1ccc(N2CC(c3noc(-c4cccc(OC)c4OC)n3)CC2=O)cc1 (stereo not given)	79µM*	i	-15%	28µM*
11	COCC1CN(C(C)=O)CC12CCN(C(=O)c1ccc(C)c(F)c1)CC2 (stereo not given)	-4%	i	-11%	-1%
12	COc1ccccc1-c1nnc([C@H]2CCN(Cc3cccnc3)C2)o1	-5%[172 µM]	1%[88.5 µM]	-12%[172 µM]	i
13	COc1ccc(CNc2nc(-c3ccc(Cl)cc3)nn2S(=O)(=O)c2ccc(C)cc2)cc1	.	.	.	.
14	CCc1ccc(OCCSc2nc3ccccc3n2CC(=O)N2CCCCC2)cc1	.	.	.	.
15	OC[C@@H]1CNC[C@H]1C1CCN(Cc2ccc(Br)s2)CC1	?	i	10%	?

item	SNCA viab count	IP6K1 inhibitor	SNCA expr inhib
1	11%	-12	-6%
2	-3%	1	7%
3	29%	12	5%
4	1%	10	0%
5	-1%[87.6 µM]	-3	-7%[87.6 µM]
6	-12%	10	26%
7	.	-14	.
8	-3%	-3	130%[activator]
9	-12%	5	6%
10	6%	-7	0%
11	-14%	2	?
12	-7%[87.6 µM]	14	-7%[87.6 µM]
13	2%	-11	1%
14	0%	28	?
15	-10%[12.5 µM]	-8	2%

(more compounds)
item	mol	HEK cytotox	GPT2 inhibitor	Luciferase inh	3T3 cytotox
16	Cc1cccc(-n2nc(C)c(CCC(=O)N3CCSCC3)c2Oc2ccc(F)cc2F)c1	?	i	-3%	?
17	O=c1cc(CSc2ncn[nH]2)[nH]c2c(Cl)cccc12	.	.	.	.
18	COc1cc(NC(=O)Cn2nnnc2-c2ccccc2F)cc(OC)c1OC	.	.	.	.
19	CC(=O)N1CCN(C(=O)c2ccc3nc(-c4ccncc4)oc3c2)CC1	-3%	i	.	-10%
20	O=C(c1cccnc1)N1CCC(Oc2cccnc2)C1 (stereo not given)	-2%	i	4%	4%
21	O=C(O)c1ccc(CN2CCC(c3cc(N4CCCC4)ncn3)CC2)cc1	0%	i	-15%	-13%
22	Cc1ccc(NC(=O)N2CC3CC(C2)[C@H]2CCCC(=O)N2C3)cc1 (stereo not given in full)	-3%	5%	?	i
23	Cc1cccc(CSc2nc3c(c(=O)[nH]2)C(c2cccc(O)c2)CC(=O)N3)c1 (stereo not given)	.	.	.	.
24	Cc1ccccc1CNC[C@H]1O[C@@H]2C[C@@H](CC(=O)NCc3nccn3C)O[C@@H]2[C@@H]1O	-14%[172 µM]	i	-3%[172 µM]	-12%[174 µM]
25	CCOc1ccc(CCNC(=O)CN2N=C(c3ccccc3)CCC2=O)cc1OCC	.	.	.	.
26	Cc1cccc(OCC(=O)N2CCC3(CC2)NC(=O)N(Cc2ccc(F)cc2)C3=O)c1	?	1%	8%	?
27	CN1CC(c2ccccc2)CC2(CCN(C(=O)CCS(C)(=O)=O)CC2)C1 (stereo not given)	i	3%	-22%	0%
28	CNC(=O)N1CC(c2noc(C3CCCN3C(=O)c3ccc(C)s3)n2)C1 (stereo not given)	-5%	i	?	2%
29	Nc1ccsc1C(=O)N1CCC2(CCC(=O)N(CC3CCCO3)C2)CC1 (stereo not given)	i	2%[11.5 µM]	-15%	3%
30	CC(=O)N1CCN(Cc2nnc(C(=O)N3CCC[C@@H]3c3cccc(F)c3)n2-c2ccccc2)CC1	-3%	-16%	-5%	?

item	SNCA viab count	IP6K1 inhibitor	SNCA expr inhib
16	-11%	-7	-11%
17	-19%	0	-3%
18	13%	15	9%
19	7%	8	25%
20	3%	7	-12%
21	-2%	4	41%[activator]
22	2%	28	6%
23	?	17	13%
24	-2%[87.6 µM]	14	-19%[87.6 µM]
25	14%	-16	6%
26	3%	18	3%
27	3%	7	33%[activator]
28	0%[12.5 µM]	5	-18%
29	0%	9	8%
30	-2%	-10	0%

Four compounds already listed, arranged by SMILES length, largest number first.
item	mol	HEK cytotox	GPT2 inhibitor	Luciferase inh	3T3 cytotox
23	Cc1cccc(CSc2nc3c(c(=O)[nH]2)C(c2cccc(O)c2)CC(=O)N3)c1 (stereo not given)	.	.	.	.
28	CNC(=O)N1CC(c2noc(C3CCCN3C(=O)c3ccc(C)s3)n2)C1 (stereo not given)	-5%	i	?	2%
18	COc1cc(NC(=O)Cn2nnnc2-c2ccccc2F)cc(OC)c1OC	.	.	.	.
20	O=C(c1cccnc1)N1CCC(Oc2cccnc2)C1 (stereo not given)	-2%	i	4%	4%

item	SNCA viab count	IP6K1 inhibitor	SNCA expr inhib
23	?	17	13%
28	0%[12.5 µM]	5	-18%
18	13%	15	9%
20	3%	7	-12%

(next part)
item	mol	HEK cytotox	GPT2 inhibitor	Luciferase inh	3T3 cytotox
31	CCc1ccc(C(=O)N2[C@@H]3CC[C@H]2CC(NC(=O)c2cnc(C)cn2)C3)cc1 (stereo not given in full)	-27%	i	-5%	-26%
32	COCCN1C[C@H]2CN(C(=O)c3ccccc3OC)CCN2C1=O	1%[172 µM]	1%[88.5 µM]	-5%[172 µM]	i
33	O=C(O)Cn1ccc2cc(OCC3CCN(C(=O)Cc4ccccc4)CC3)cnc21	-13%[172 µM]	-4%[88.5 µM]	12%[172 µM]	100µM*
34	Fc1ccc(-c2cc(-c3ccccc3)c3c(n2)-c2ccccc2OC3)cc1	.	.	.	.
35	Cc1ccc(N2CCC(NC(=O)Cc3ccccc3C)C2=O)cc1 (stereo not given)	4%	0%	-5%	i
36	CCOc1ccc(CCNC(=O)c2cnc3c(-c4ccccc4)c(C)nn3c2C)cc1OCC	.	.	.	.
37	CC(=O)N1CCN(c2cc(-c3ccccc3)nc3c(C)noc23)CC1	-18%[172 µM]	?	0%[172 µM]	89µM*
38	Cc1nonc1CC(=O)N1CCc2ccc(S(=O)(=O)NCCC(C)O)cc2C1 (stereo not given)	-11%	i	2%	i
39	O=C1C[C@]23C=CCN4CCC5c6cc7c(cc6N1[C@@]5(CC2)C43)OCO7 (stereo not given in full)	.	i	.	.
40	CCC(=O)N1CCc2c(C(=O)Nc3cc(OC)cc(OC)c3)cccc21	-4%	1%	9%	i
41	CCn1cc(CN2CCCC(c3nc4c(C)cccc4[nH]3)C2)cc1C#N (stereo not given)	?	i	5%	?
42	Cc1ncccc1C(=O)NC1CCN(C(=O)N2CC3CC(C2)[C@H]2CCCC(=O)N2C3)CC1 (stereo not given in full)	5%	2%	7%	-12%
43	O=C(N[C@H](c1cccs1)C1CC(O)C1)c1cccc(-n2cccn2)c1 (stereo not given in full)	i	i[11.5 µM]	6%	-16%
44	CC1=C(C(=O)NCc2ccccc2Cl)C2(CCCCCC2)OC1=O	.	.	.	.
45	CCc1n[nH]c(CC2CCN(C(=O)Cc3cccc(F)c3)CC2)n1	-20%	i	0%	0%

item	SNCA viab count	IP6K1 inhibitor	SNCA expr inhib
31	-20%	15	-9%
32	6%[87.6 µM]	11	-16%[87.6 µM]
33	3%[87.6 µM]	-4	-12%[87.6 µM]
34	9%	-2	0%
35	4%	-5	-16%
36	13%	0	-8%
37	0%[87.6 µM]	0	5%[87.6 µM]
38	-5%	2	20%
39	-7%	11	.
40	-6%	-9	11%
41	-3%	5	-1%
42	-13%	19	-28%
43	1%	-14	3%
44	4%	14	?
45	1%	-3	-22%

(further entries)
item	mol	HEK cytotox	GPT2 inhibitor	Luciferase inh	3T3 cytotox
46	CN(c1nnc(NC(=O)Nc2ccccc2C(F)(F)F)s1)C1CCCCC1	.	.	.	.
47	O=C(NCCCN1CCN(c2ccc(F)cc2)CC1)c1cc2c(s1)-c1ccccc1OC2	.	.	.	.
48	O=C(Cn1c(=O)n(-c2ccccc2)c(=O)c2sc3ccccc3c21)NC1CCCC1	.	.	.	.
49	Cc1ccc(S(=O)(=O)N2C3CCCC2CC(=O)C3)cc1	-7%[172 µM]	i	3%[172 µM]	-17%[138 µM]
50	Cc1noc([C@@H]2Cc3nc[nH]c3CN2C(=O)Nc2ccccc2)n1	-12%[172 µM]	i	5%[172 µM]	-12%[174 µM]
51	CCOC(=O)Nc1nc2ccccc2[nH]1	.	i	.	.
52	COc1ccc(-c2cc(C(F)(F)F)nc(SCC(=O)N(C)Cc3ccccc3)n2)cc1OC	.	.	.	.
53	COc1ccc(-c2ccc(Cn3ccnc3)cn2)c2ccc(C)nc12	-27%	i	-5%	?
54	O=C(NCCc1ccccc1)C1Cn2cccc2C(=O)N1Cc1ccccc1 (stereo not given)	?	-11%	-1%	-23%
55	O=C1NCCCCCCN(C(=O)CC2CCCCC2)[C@H]2C[C@H](c3nc(-c4cccnc4)no3)C[C@@H]12	?	i	-3%	?
56	CCCNC(=O)c1cnc2sc(N3CCCCCC3)nn2c1=O	.	.	.	.
57	CN1CCN(C(=O)c2ccc3nnc(-c4cccnc4)n3c2)CC1	-10%[172 µM]	1%[88.5 µM]	.	-15%[138 µM]

item	SNCA viab count	IP6K1 inhibitor	SNCA expr inhib
46	-3%	4	35%[activator]
47	5%	-4	-16%
48	?	29	-10%
49	4%[87.6 µM]	13	13%[87.6 µM]
50	-4%[87.6 µM]	30	0%[87.6 µM]
51	-31%	10	.
52	-23%	2	-10%
53	-8%	-3	9%
54	-12%	-2	7%
55	-24%	14	9%
56	0%	26	68%[activator]
57	8%[87.6 µM]	10	-1%[87.6 µM]
